Assay outcomes (PubChem)
MmCpn inh – inhibitors of Methanococcus maripaludis chaperonin (MmCpn). actives 0.031% (n = 330,000). AID 504842. purified Mm-Cpn ATPase, ADP Transcreener TR-FRET. Potency, µM (titrated, usually from 76.9 µM), inactives show at the top dose activity, negative = inhibition, hits mostly inhibitors; also: potency is read from the fitted curve at half-maximal effect; % is scaled to controls: 0 for no effect and ±100 for the full control effect; nearly all actives have a fitted effect of over 80% in size
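Eu-cryptate anti-ADP/ADP-d2 competition gives a ratio inversely related to ADP. Enzyme at 25 nM was pre-exposed to compound for 10 min, then given 10 uM ATP for 30 min, 37°C throughout.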
EPAC1 antag – blocks human EPAC1 exchange factor; O95398; EPAC1 GEF assay, Rap1b-BODIPY-GDP exchange fluorescence; Potency, µM (top dose mostly 115 µM), for inactives: top-dose activity change, negative = inhibition, actives largely listed as inhibitors; actives 0.14% (n = 360,000); AID 720709;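 also: potency is read from the fitted curve at half-maximal effect; plate controls were vehicle for no effect and positive control for full effect; nearly all actives have a fitted effect of over 50% in size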
PI5P4Ka inh – blocks human PI5P4K alpha kinase activity. PI5P4Kalpha enzyme, ADP-Glo luminescence, 60 min; stronger effect = lower value. actives 1.2% (n = 330,000). max response, %. P48426; active = max response of -50% or lower; inconclusive = between -30% and -50%; inactive = -30% or higher; also: value at the top dose of about 77 µM; % is scaled to controls: 0 for no effect and ±100 for the full control effect
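PI5P4Kalpha ADP-Glo assay; 5 microM ATP final; 60 min RT reaction; HEPES pH 7.4/EGTA/CHAPS, 5% DMSO; controls lacking substrate or enzyme; luminescent end-point.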
PLK1 PBD block – PLK1 (human) polo-box domain binding inhibition. P53350. Plk1 PBD binding of FITC phosphopeptide, fluorescence polarization. Potency, µM, for the others: max response, negative = inhibition, hits mostly inhibitors. actives 2.8% (n = 360,000). AID 720504; also: potency is read from the fitted curve at half-maximal effect; series mostly up to about 57 µM; % is scaled to controls: 0 for no effect and ±100 for the full control effect; nearly all actives have a fitted effect of over 65% in size
WRN helicase inh – inhibitors of human WRN helicase | Q14191 | Potency, µM (series often up to 114 µM), for the others: at the top dose activity change, negative = inhibition, usual class: inhibitors | WRN helicase unwinding, fluorescent forked duplex, kinetic | actives 0.46% (n = 360,000); also: potency is read from the fitted curve at half-maximal effect; % is scaled to controls: 0 for no effect and ±100 for the full control effect; nearly all actives have a fitted effect of over 55% in size
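Kinetic fluorescence helicase assay: unwinding of a quenched forked DNA duplex (100 nM final) with 2 mM ATP final raises red fluorescence (525/598 nm). Compounds sat 15 min at room temperature with 20 nM WRN beforehand.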
EPAC2 antagonist – EPAC2 (human) antagonism. EPAC2 GEF exchange of Rap1B-BODIPY-GDP, fluorescence. actives 0.18% (n = 360,000). AID 720708. Q8WZA2. Potency, µM (series often up to 114 µM), for inactives: at the highest dose activity, negative = inhibition, usual class: inhibitors; also: potency is read from the fitted curve at half-maximal effect; % is scaled to controls: 0 for no effect and ±100 for the full control effect; nearly all actives have a fitted effect of over 45% in size; many of its hits are not listed in these tables
Target sequence (Q8WZA2 whole entry, looked up): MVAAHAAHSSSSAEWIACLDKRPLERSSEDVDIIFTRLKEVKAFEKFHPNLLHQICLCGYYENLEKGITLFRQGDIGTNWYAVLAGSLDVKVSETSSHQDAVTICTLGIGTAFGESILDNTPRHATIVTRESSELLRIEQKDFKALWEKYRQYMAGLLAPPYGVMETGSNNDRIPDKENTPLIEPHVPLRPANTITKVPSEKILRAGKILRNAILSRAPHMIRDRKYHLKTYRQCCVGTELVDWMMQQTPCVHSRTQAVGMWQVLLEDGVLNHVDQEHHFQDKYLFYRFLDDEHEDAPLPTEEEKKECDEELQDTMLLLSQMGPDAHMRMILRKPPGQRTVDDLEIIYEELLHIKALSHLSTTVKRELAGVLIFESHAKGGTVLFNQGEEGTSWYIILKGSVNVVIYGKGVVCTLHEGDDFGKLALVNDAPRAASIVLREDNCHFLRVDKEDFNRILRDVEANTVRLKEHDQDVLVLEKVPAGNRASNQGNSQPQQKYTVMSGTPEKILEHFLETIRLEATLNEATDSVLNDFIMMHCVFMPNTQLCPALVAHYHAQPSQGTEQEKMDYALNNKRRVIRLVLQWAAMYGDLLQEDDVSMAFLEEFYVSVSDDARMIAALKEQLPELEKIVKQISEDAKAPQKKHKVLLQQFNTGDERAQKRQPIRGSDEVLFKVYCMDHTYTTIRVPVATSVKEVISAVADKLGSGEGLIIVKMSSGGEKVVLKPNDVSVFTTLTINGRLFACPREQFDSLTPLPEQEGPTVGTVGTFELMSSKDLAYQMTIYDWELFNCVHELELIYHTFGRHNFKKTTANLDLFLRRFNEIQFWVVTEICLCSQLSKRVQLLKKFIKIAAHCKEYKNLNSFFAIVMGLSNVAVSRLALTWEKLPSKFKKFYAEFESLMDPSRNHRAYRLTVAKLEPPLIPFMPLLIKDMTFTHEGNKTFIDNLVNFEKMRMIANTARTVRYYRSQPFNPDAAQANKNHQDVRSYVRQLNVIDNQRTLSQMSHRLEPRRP
CCT chaperon mod – cytosolic chaperonin activity modulation; purified chaperonin ATPase assay, HTRF ADP detection, 30 min; activity change, % (no concentration beside the values), hits read low; actives 0.3% (n = 360,000); AID 651819; in the data active = activity change below about -30%; also: % is scaled to controls: 0 for no effect and ±100 for the full control effect
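Enzyme 40 or 20 nM (batch-dependent) in Tris pH 7.4/KCl/MgCl2/DTT; cpd 76 uM single point; ATP 10 uM; 30 min 37 °C; Transcreener ADP HTRF detection, 30 min RT; ratio 665/615.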
EPAC1 agonist – agonists of human EPAC1; O95398; EPAC1 agonist qHTS, biochemical assay; response scale: 100% = response to 6.5 mM cAMP; Potency, µM (titrated, usually from 154 µM), for the others: at the highest dose activation, hits mostly activators; actives 0.073% (n = 360,000); AID 720707; also: potency is read from the fitted curve at half-maximal effect; nearly all actives have a fitted effect of over 60% in size
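Read-out is the fluorescence drop as BODIPY-GDP leaves Rap1B (480 nm excitation, 540 nm emission), recorded every 5 minutes over 30 minutes. Reactions held 100 nM EPAC1, 250 nM Rap1B–BODIPY-GDP and 50 uM GDP, with 6.5 mM cAMP setting full activation.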
* = called active by the depositor; ? = inconclusive; . = no result given; [ ] = another dose, or the depositor's remark. Unless noted, calls follow the shape of the dose curve; as a rule, active = well fitted curve in the direction sought with a large enough effect; inconclusive = small, poorly fitted or top-dose-only effect, or another doubt; inactive = no such curve, though single readings can be large; an effect the other way counts as inactive or inconclusive. An excerpt; the hit share may differ from the screen's.

SMILES | MmCpn inh | EPAC1 antag | PI5P4Ka inh | PLK1 PBD block | WRN helicase inh | EPAC2 antagonist | CCT chaperon mod | EPAC1 agonist
CCOC(=O)NCc1ccc(S(=O)(=O)Nc2ccccc2C)cc1 | 3% | -4% | -25 | 1% | 0% | -9%[57.1 µM] | 0.9 | 5%
CN1CCOCCOCCN(C)C(=O)N2CCOCCOCCN(CCOCC2)C1=O | 2% | 7% | . | -11% | -7% | -3% | -1.5 | 8%
C[C@H](CO)N1C[C@H](C)[C@@H](CN(C)Cc2ccc(-c3ccccc3)cc2)Oc2c(NS(=O)(=O)c3ccc(F)cc3)cccc2C1=O | 1% | -12% | 3 | -10% | 1% | -12% | -2.2 | 6%
CS(=O)(=O)N(CCc1ccccc1)CC(=O)NCc1cccnc1 | 2% | -24% | 6 | 4% | -8% | -5% | -1.9 | 2%
Cc1onc(-c2ccccc2)c1C(=O)N/N=C/c1ccc([N+](=O)[O-])s1 | 1% | 12% | 7 | -9% | 2% | 10% | 0.4 | 6%
C/C(=N\NS(=O)(=O)c1cccc([N+](=O)[O-])c1)c1cccnc1 | -1% | -6% | -13 | ? | -12% | 12% | -3.5 | -1%
CCCOc1ccc(C2=CSC3=NCCN23)cc1 | -2% | 4% | 0 | 2% | 5% | 7% | 0.8 | 5%
Cc1ccc(COc2cccc3c2CCN(Cc2ccc(F)cc2)C3=O)cc1 | 1% | -8% | 17 | -7% | -2% | -4% | -3.3 | 16%
O=C(O)Cn1cc2c(n1)CCCC2 | -9% | 6% | -4 | 2% | 5% | -7% | 0.8 | -3%
CCOC(=O)C(NC(C)=O)(Nc1ccc(S(=O)(=O)Nc2cc(C)on2)cc1)C(F)(F)F (stereo not given) | 0% | 2% | 5 | -9% | -21% | 2% | -0.6 | 15%
Cn1c(SCC(=O)Nc2cccc(F)c2)nnc1-c1cccnc1 | 2% | -1% | 0 | 0% | 2% | 1% | -0.6 | 1%
C[C@H]1CN([C@@H](C)CO)C(=O)CCCn2nncc2CO[C@H]1CN(C)C(=O)c1ccccc1 | . | -15% | 3 | -15% | -2% | -4% | 1.7 | -13%
CCC(C)Nc1nc2c(C)cccn2c(=O)c1C=Nc1ccc(OC)cc1 (stereo not given) | 1% | 10% | 2 | 0% | -1% | -12% | 0.1 | -9%
CC(C)(C)c1cc(CCC(=O)NCCc2ccccn2)cc(C(C)(C)C)c1O | -2% | 2% | 16 | 0% | -1% | -4% | -0.5 | -5%
CSc1ccc(CN(C)C(=O)c2cc(=O)[nH]c3ccccc23)cc1 | -1% | -14% | -12 | -12% | 2% | 4% | -3.1 | 5%
O=C(NNC1=NC2(CCCC2)Cc2ccccc21)c1cccnc1 | 3% | 11% | 10 | -8% | 11% | 0% | -6.5 | 8%
COCCCC1CCN(C(=O)C2CCC(=O)N(CCc3cccc(F)c3)C2)CC1 (stereo not given) | 0% | -15% | 3 | -3% | -8% | 4% | 0.9 | 0%
CCC(C)N(C(=O)COc1ccc(Br)cc1C=O)C1CCS(=O)(=O)C1 (stereo not given) | 0% | -5% | 4 | -9% | 1% | 16% | -2.3 | -8%
CC(NC(=O)CNC(=O)[C@@H]1Cc2ccccc2CN1)c1ccccc1 (stereo not given in full) | 3% | -5% | 7 | -5% | -14% | -3% | 0.2 | -1%
CN(C(=O)C1CCN(c2ncnc3c2nc2n3CCCCC2)CC1)C1CCCCC1 | -2% | 11% | -5 | -5% | 0% | 10% | -1.0 | -3%

Reformatted: entries from further up
Order of values: MmCpn inh, EPAC1 antag, PI5P4Ka inh, PLK1 PBD block, WRN helicase inh, EPAC2 antagonist, CCT chaperon mod, EPAC1 agonist
> CCCOc1ccc(C2=CSC3=NCCN23)cc1
  -2%, 4%, 0, 2%, 5%, 7%, 0.8, 5%
> Cc1ccc(COc2cccc3c2CCN(Cc2ccc(F)cc2)C3=O)cc1
  1%, -8%, 17, -7%, -2%, -4%, -3.3, 16%

Next section
SMILES | MmCpn inh | EPAC1 antag | PI5P4Ka inh | PLK1 PBD block | WRN helicase inh | EPAC2 antagonist | CCT chaperon mod | EPAC1 agonist
O=C(NCC(=O)N(c1ccccc1F)C(C(=O)NC1CCCC1)c1ccncc1)c1ccco1 (stereo not given) | 2% | -12% | -2 | 4% | -5% | -22% | -2.8 | 2%
COC(=O)Cc1csc(NC(=O)CSc2nncn2C)n1 | -5% | -17% | -11 | -21% | 6% | 2% | -2.7 | -3%
COc1cc(C(=O)OCC(=O)NC2CC2)cc(OC)c1OC | 0% | 12% | -6 | 4% | 10% | 5% | 0.8 | -5%
Cc1cc2oc(=O)cc(CN3CCC(C)CC3)c2c(C)c1Cl | 1% | -11% | . | 3% | -3% | 0% | -0.7 | 8%
O=C(NNS(=O)(=O)c1ccccc1)C1CCN(S(=O)(=O)c2ccc(Cl)cc2)CC1 | -16% | 7% | -1 | -1% | 1% | 0% | 1.0 | 3%
Cc1nnc(NC(=O)c2ccccc2C(=O)O)s1 | -5% | -5% | -1 | -5% | -5% | -7%[57.1 µM] | 0.0 | 11%
CCCc1cc(=O)[nH]c(SCC(=O)Nc2ccc(S(=O)(=O)N3CCCC3)cc2)n1 | 1% | -13% | 5 | -6% | -5% | -5% | 0.2 | 7%
O=C(NNS(=O)(=O)c1ccc([N+](=O)[O-])cc1)c1cnn(-c2ccccc2)c1-n1cccc1 | -4% | 11% | . | -5% | 3% | -4% | -3.5 | 2%
CC(C)N(CC#CC(O)(c1ccccc1)c1ccccc1)CCO | 1% | -3% | 2 | -4% | -2% | 14% | -0.6 | -2%
O=C(/C=C(/c1ccc(Cl)cc1)n1cncn1)c1ccccc1 | -1% | -11% | 3 | -4% | -3% | 8% | -0.7 | -7%
Cc1cc(C)cc(NC(=O)c2cccn2-c2ncc(C(F)(F)F)cc2Cl)c1 | 2% | -22% | . | -7% | -3% | -15% | 1.4 | 4%
CCn1ccnc1C(O)c1cccc2ccccc12 (stereo not given) | 0% | 8% | -3 | -5% | -2% | 1% | -0.3 | 21%
COCCN1C[C@@H](CO)O[C@@H](n2cnc3c(N4CCN(c5ccccc5)CC4)ncnc32)C1 | . | 12% | 0 | -2% | 7% | 1% | -12 | 3%
CCOC(=O)CC1C(C(=O)OCC)ON2OC(C(=O)OC)C(C(=O)OCC)C12 (stereo not given) | 0% | -7% | 0 | 3% | -4% | 3% | 2.5 | -7%
COc1ccccc1C(=O)NCCOc1ccc(C)c(C)c1 | 2% | 9% | 1 | -9% | 5% | -3% | -2.2 | 14%
Cc1ccc(S(=O)(=O)Nc2c(NC3CCCCC3)c3ccccc3oc2=O)cc1C | -7% | -6% | 0 | 0% | -8% | 1% | -1.8 | -3%
O=C(c1cccs1)N1CCC(c2nc3ccccc3s2)CC1 | 2% | 9% | . | -29% | 5% | 0% | -0.8 | -3%
O=C1NC(=Nc2ccc(F)cc2)CS1 | 2% | -17% | 7 | ? | -3% | -3% | -6.5 | 5%
O=C(CCN1C(=O)c2ccccc2C1=O)NCc1cccc(Cl)c1 | -4% | -14% | 5 | -6% | 5% | -5% | -1.3 | 6%
Cn1c(CN2CCCCC2)nc2cc(NC(=O)c3ccc(Cl)cc3)ccc21 | 1% | -2% | . | -17% | -4% | -2% | -48* | 8%
CC(Sc1nc(-c2ccc(F)cc2)cs1)C(=O)N1c2ccccc2CC1C (stereo not given) | -3% | 11% | 2 | -16% | -32%[57.1 µM] | -2% | -1.2 | 9%
CCCCC[C@@H](C)N1C[C@@H](COCc2ccccc2)Oc2cc(N3CC[C@H](O)C3)ccc2S1(=O)=O | . | -23% | 17 | -8% | -9% | ? | 1.2 | -10%
O=C1C=C(N2CCOCC2)CCC1 | . | -20% | -2 | -6% | 14% | -1% | -0.2 | -9%
CCn1c(-c2cc(-c3ccc(OC(C)C)cc3)nc3ccccc23)n[nH]c1=S | -6% | -4% | . | -12% | -10% | -4% | 0.9 | ?
COCCN(C(=O)CSc1nnc(-c2ccc(F)cc2)n1N)c1c(N)n(CC(C)C)c(=O)[nH]c1=O | . | -10% | 0 | -6% | 10% | 4% | -1.4 | -12%
COCCNC(=O)c1c[nH]n2c(=O)cc(C3CCN(C(=O)OC(C)(C)C)CC3)nc12 | -2% | -4% | 0 | 0% | -1% | 1% | -3.4 | -2%
Cc1ccc(C(=O)N2CC(=O)Nc3ccc(F)cc3C2c2ccc(F)cc2)cc1[N+](=O)[O-] (stereo not given) | 3% | -25% | -4 | -16% | -27% | -5% | 0.1 | 11%
CCOC(=O)C1(Cc2cccc(F)c2)CCN(C(=O)Cc2cccnc2)CC1 | -1% | 3% | 1 | -3% | 6% | 3% | 0.9 | -6%
Cc1cc(NC(=O)CN2C(=O)NC(C)(CCc3ccccc3)C2=O)no1 (stereo not given) | 0% | 7% | 0 | -14% | -7% | -4% | -2.3 | 3%
O=S(=O)(Nc1ccccn1)c1cccc(S(=O)(=O)c2ccc(Cl)cc2)c1 | 3% | 0% | -8 | -1% | 4% | -1% | 1.2 | 0%
Cc1c(C(C)(C)C)c(C=S)n2ccccc12 | -1% | 10% | -12 | ? | 15% | 5%[57.1 µM] | -0.6 | -5%
N#CCSc1nnc(Cc2cccs2)n1C1CCCCC1 | 0% | 6% | . | -1% | 0% | -5% | -1.4 | 2%
Cc1cc(C)cc(C(=O)NC(CC(N)=O)c2ccc(NCC3CC3)c([N+](=O)[O-])c2)c1 (stereo not given) | 1% | -4% | 0 | 4% | -6% | 22% | -4.6 | 8%
Cc1ccc(Cn2c(=O)c3c(nc4n3CCN4Cc3ccco3)n(C)c2=O)cc1 | -6% | -6% | -2 | -8% | -5% | -4% | -0.7 | 4%
COc1ccc(C)cc1NC(=O)CSc1nnc(-c2ccc(OC)c(OC)c2)n1N | -1% | 0% | 10 | 0% | -3% | -9% | 0.8 | 0%
COc1ccc(-c2cc(C(=O)N3CCN(c4ccccc4O)CC3)c3ccccc3n2)cc1OC | -1% | -7% | 2 | -3% | -19% | -7% | -0.2 | 9%
CCOc1ccc(OCCNC(=O)c2ccc3c(c2)nnn3CC)cc1 | -10% | 6% | -9 | -11% | 7% | 1% | -5.7 | 9%
CN(CC(=O)Nc1c(Cl)cccc1Cl)C(=O)c1ccc(-n2cncn2)c([N+](=O)[O-])c1 | 0% | 1% | 6 | 1% | 2% | 6% | 2.8 | -2%
COc1ccc(OC)c(C(=O)NC(CC(N)=O)c2ccc(N3CCC(Cc4ccccc4)CC3)c([N+](=O)[O-])c2)c1 (stereo not given) | 0% | -4% | -7 | 1% | 6% | -7% | -0.4 | -1%
